Source: PubChem (National Center for Advancing Translational Sciences (NCATS))
KAT2A inh – blocks human GCN5L2 histone acetyltransferase. GCN5L2 HAT assay, ThioGlo1 CoA-SH fluorescence. Potency, µM (titrated, usually from 58.9 µM), for the others: at the top dose activity change, negative = inhibition, actives largely listed as inhibitors. 0.21% of 390,000 active
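qHTS, 1536-well. 20nM enzyme, pH 7.5 HEPES/EDTA/Tween-20 buffer; 15 min compound preinc., RT. Start: 75uM H3(1-25), 70uM AcCoA, 50uM ThioGlo1. Read Ex340/Em540 at t=0 (autofluorescence flag) and t=20 min.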
FEN1 inh – blocks human flap endonuclease 1; Recombinant FEN1 flap cleavage, fluorescence, 15 min; Potency, µM (top dose mostly 114 µM), for the others: at the top dose activity change, negative = inhibition, actives largely listed as inhibitors; 0.35% of 390,000 active; note: nearly all actives have a fitted effect of over 65% in size
Target sequence (P39748 whole entry, looked up): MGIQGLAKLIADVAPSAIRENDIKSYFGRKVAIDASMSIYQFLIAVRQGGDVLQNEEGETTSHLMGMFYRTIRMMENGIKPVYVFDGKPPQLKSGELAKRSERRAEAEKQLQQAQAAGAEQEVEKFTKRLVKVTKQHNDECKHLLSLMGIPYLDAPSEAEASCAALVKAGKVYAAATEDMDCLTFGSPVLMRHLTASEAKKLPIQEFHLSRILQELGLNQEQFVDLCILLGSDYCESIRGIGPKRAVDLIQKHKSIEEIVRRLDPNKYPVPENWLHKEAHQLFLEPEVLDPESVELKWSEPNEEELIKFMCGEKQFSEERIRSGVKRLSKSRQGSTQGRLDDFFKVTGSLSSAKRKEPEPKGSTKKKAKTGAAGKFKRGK
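Compounds are tested as a concentration series against 10 nM FEN1; after a 15 min room-temperature preincubation, 50 nM substrate starts cleavage, with plate reads at 0 and 15 min. Normalized responses are fitted by a Hill equation.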
N370S GC – inhibitors or activators of N370S glucocerebrosidase for Gaucher disease; 0.092% of 330,000 active; N370S GC spleen homogenate, 4MU-glucoside fluorescence; P04062; Potency, µM (series often up to 59.4 µM), inactives show at the top dose activity change, negative = inhibition, most hits filed as inhibitors;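 note: 0% = full enzyme activity and -100% = no enzyme basal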
Numbers without * were called inactive; ? = inconclusive; / = not tested or not shown; & = joins results of further samples; [ ] = dose if it differs, or a comment. Calls come from the whole dose curve; as a rule, active = well fitted curve in the direction sought with a large enough effect; inconclusive = small, poorly fitted or top-dose-only effect, or another doubt; inactive = no such curve, though single readings can be large; an effect the other way counts as inactive or inconclusive. Unless noted, % is set by controls: 0 for no effect and ±100 for the full control effect; potency is the fitted concentration of half-maximal effect.

SMILES	KAT2A inh	FEN1 inh	N370S GC
Cc1ccccc1Nc1nc2nonc2nc1N1CCOCC1	-4%	-1%	-3%
CC(=O)Nc1c2c(nn1-c1ccc(Cl)cc1)CSC2	-1%	-14%	-5%
CCC(C)NC(=O)C1CCN(CCCc2ccccc2)CC1 (stereo not drawn)	-5%	8%	-3%
Cc1nc(C)c(C(=O)OCC(=O)NCc2ccccc2)s1	1%	0%	/
COc1ccc(-c2noc(CCC(=O)NCc3cc(Br)ccc3OC)n2)cc1	/	-5%	6%
CCN(CC)CCCNC(=O)C1CCC(CNS(=O)(=O)c2ccc(Cl)cc2)CC1 (stereo not drawn)	3%	-4%	-7%
CCc1ccc(S(=O)(=O)N(C(=O)c2ccncc2)c2ccc3oc(C)c(C(=O)OC)c3c2)cc1	-15%	-18%	/
CC1(C)C(=O)OC(c2cccc([N+](=O)[O-])c2)C2(CCCCC2)C1=O (stereo not drawn)	19%	15%	-1%
COc1ccc(C(=O)N2CC(=O)N(CCc3ccccc3)C(=O)C2)cc1OC	-4%	-5%	2%
O=C(N/N=C\C=C\c1ccc([N+](=O)[O-])o1)c1cccs1	-4%	-34%	-22%
CC1CC(=O)c2cnc(N3CCOCC3)nc2C1 (stereo not drawn)	-1%	-11%	4%
Cn1nc([N+](=O)[O-])nc1Oc1ccccc1F	-7%	6%	-1%
O=C(O)c1cc(O)ccc1N=Nc1ccccc1	-24%	0%	-22%
COc1cc(C2NC(=O)NC(C)=C2C(=O)OCc2ccccc2)ccc1O (stereo not drawn)	-1%	31%	-14%
COc1cccc(C2NC(=O)NC(O)(C(F)(F)F)C2C(=O)c2cccnc2)c1OC (stereo not drawn)	-1%	-15%	0%
COc1ccc(OC(C)C(=O)NCc2cccnc2)cc1 (stereo not drawn)	-2%	-5%	3%
COC(=O)c1nc(-c2ccccc2)n[nH]1	0%	-13%	4%
CN(C)C(CNS(=O)(=O)c1ccc(F)cc1)c1cccnc1 (stereo not drawn)	-1%	2%	3%
Brc1cccc(/C=N/Nc2nc(N3CCCCC3)nc(N3CCCCC3)n2)c1	0%	/	-15%
COc1ccc(NS(=O)(=O)c2ccc3[nH]c4c(c3c2)CCCCCC4)cc1	-1%	10%	/
Cc1cc(N)n2nc(C)c(-c3ccc(Cl)cc3)c2n1	2%	-14%	-3%
CCN(C[C@H]1N[C@@](CC)(C(=O)OC)[C@H]2C(=O)N(C)C(=O)[C@@H]12)C(=O)COC	-1%	-6%	/
Cc1ccc2nc(Cl)c(CN(C(=O)c3cnccn3)C3CCCCC3)cc2c1	-1%	-17%	19%
Fc1ccc(-c2nc(-c3cccs3)c(-c3cccs3)[nH]2)cc1	-2%	-7%	/
Cc1ccc(Oc2ccc(OCC(=O)NC3CCS(=O)(=O)C3)cc2)cc1 (stereo not drawn)	-28%	-1%	-27%
Cc1cccc(NC(=O)[C@@H]2CCCN2C(=O)OC(C)(C)C)c1	-1%	0%	4%
O=C(O)CSc1cccc2cccc(C(=O)O)c12	?	2%	-4%
Fc1ccc(NC(=S)NCCN2CCOCC2)c(F)c1F	-5%	9%	-2%
O=C(NC1CCN(S(=O)(=O)c2cccc([N+](=O)[O-])c2)CC1)C1CCCCC1	0%	-2%	3%
O=c1c(O)c(-c2ccccc2)oc2cc(O)cc(O)c12	-8%	-9%	-8%
Cc1cc(C)cc(OCc2ccc(C(=O)NN)o2)c1	-2%	0%	-2%
O=C(O)c1ccccc1	-6%	0%	-1%
CC1CN(C(=O)N2CCC(C(=O)NCc3ccco3)CC2)c2cc(Cl)ccc2O1 (stereo not drawn)	-20%	-2%	/
Cc1nc2scc(C)n2c(=O)c1S(=O)(=O)Nc1ccc(N2CCN(S(C)(=O)=O)CC2)cc1	-6%&-9%	8%&-19%	1%
CCc1nn2c(=O)cc(COC(=O)C3CCCCC3)nc2s1	?	-3%	/
O=C(Nc1ccnc(-c2ccncc2)n1)c1ccc(F)cc1	-5%	-9%	6%
CC(=O)c1cccc(S(=O)(=O)NCCC(=O)O)c1	-6%	-3%	-1%
CCOC(=O)C1=C(O)/C(=C/c2cn(CC(=O)N3CCCC3)c3ccccc23)SC1=Nc1ccccc1	-8%	-23%	-7%
Cc1c(NC(=O)/C(C#N)=C/c2ccc(-c3cc(Cl)ccc3Cl)o2)c(=O)n(-c2ccccc2)n1C	-1%	-16%	-7%
COC(=O)c1cnn(-c2ccc(C(=O)Nc3ccc(C(C)=O)cc3)cc2)c1N	-2%	17%	1%
CSc1ccc(C(=O)C2CCCN(C(=O)c3ccc4c(c3)OCO4)C2)cc1 (stereo not drawn)	-9%	-1%	1%
CNC(=O)NC(=O)CSc1nnc(-c2ccc(F)cc2)n1CC1CCCO1 (stereo not drawn)	-3%	0%	18%
O=C(NC(=S)Nc1ccccc1N1CCOCC1)c1cccs1	-6%	1%	?
CCCCC(=O)Nc1ccc(C(=O)N2CCN(c3ccccc3OC)CC2)cc1	-2%	-2%	-12%
CCOC(=O)c1cn(-c2ccccc2CO)c2c(F)c(F)c(F)cc2c1=O	1%	11%	10%
O=C(COc1ccc([N+](=O)[O-])cc1)Nc1ccncc1	-8%	-8%	-9%
COc1ccc2oc(C(=O)N3CCN(C/C=C/c4ccccc4)CC3)c(C)c2c1	-6%	?	/
CC(C)NC(=O)/C(C#N)=C/c1cccc(NC(=O)c2ccccc2Cl)c1	-1%	3%	-2%
O=C(c1cc2c(s1)-c1ccccc1S(=O)(=O)C2)N1CCN(Cc2ccccc2)CC1	-19%	6%	-1%
N#Cc1ccc(OCC(O)CS(=O)(=O)c2ccccc2)cc1 (stereo not drawn)	1%	2%	6%
COc1ccc(-c2nc3n(c2Br)CCC3)cc1	?	3%	-1%
O/N=C1/CCc2cccc3cccc1c23	-2%	-21%	-20%
COc1ccc(S(=O)(=O)N(C)C[C@H]2Oc3ccc(NC(=O)NC(C)C)cc3C(=O)N([C@H](C)CO)C[C@@H]2C)cc1	0%	-11%	/
OC[C@H]1O[C@@H](O[C@@H]2[C@@H](CO)O[C@@](O)(CO)[C@H]2O)[C@H](O)[C@@H](O)[C@H]1O	1%	15%	-9%
CC(C)[C@H](NC(=O)NCCc1ccc(F)cc1)C(=O)O	2%	2%	5%
CN(c1ccccc1)S(=O)(=O)c1cccc(NC(=O)c2cc(=O)c3ccccc3o2)c1	-12%	-9%	-2%
O=C1/C(=C/c2ccccc2)SC(=S)N1CCCC(=O)N1CCCCC1CCO (stereo not drawn)	-15%	-24%	0%
COc1ccc(NC(=O)CSCC(=O)Nc2cc(Cl)ccc2N2CCOCC2)cc1	-5%	-11%	3%
COC(=O)c1ccc(N2Cc3ccccc3/C2=N\C(=O)Nc2ccccc2)cc1	51%[activator]	2%	-6%
O=c1c(-c2nn[nH]n2)coc2ccc(Cl)cc12	1%	-1%	0%

New compounds follow.
SMILES	KAT2A inh	FEN1 inh	N370S GC
NC1=NC(=O)CC(C(=O)NCc2ccccc2)S1 (stereo not drawn)	1%	-5%	0%
CCc1ccc(S(=O)(=O)c2nnn3c2nc(NCCNC(C)=O)c2cc(Cl)ccc23)cc1	-2%	-8%	/
O=C(NCCc1c[nH]c2ccccc12)/C(=C/c1ccco1)NC(=O)c1ccco1	1%	-1%	9%
C/C(CC(=O)Nc1ccc(Cl)c(C(F)(F)F)c1)=N\NC(N)=S	-5%	-5%	22%
CSc1cccc(NC(=O)C2CCN(c3ncnc4c3nc3n4CCCCC3)CC2)c1	-12%	-3%	/
O=C(c1ccco1)N(Cc1cccs1)c1ccc(F)cc1	-10%	0%	/
CC(=O)N(Cc1cccnc1)c1nc2c(C)c(C)ccc2s1	-6%	-10%	/
COc1ccc(Oc2cc(C)nc(Cl)n2)nn1	-5%	-4%	7%
COc1ccc(O)c(CNc2ccccc2F)c1	-8%	-13%	-1%
CCCCOc1ccc(CNC(=O)Cc2ccc(NC(=O)N3CCSc4ncccc43)cc2)cc1	-14%	-12%	/
O=C(c1cc(Cl)nc2ccccc12)N1CCN(Cc2ccc3c(c2)OCO3)CC1	-6%	0%	/
O=C(Nc1ccccc1)C1=C[C@H](c2coc3ccccc3c2=O)C[C@H](OCCCCO)O1	-2%	-9%	20%
Cc1ccc(OCCSc2ncnc3sc(C)c(C)c23)cc1C	-1%	15%	0%
CC(=O)c1cccc(NC(=O)CCNC(=O)c2ccccc2Cl)c1	-18%	16%	-5%
CC(=O)Oc1ccc(N2C(=O)C3C4C=CC(C5CC45)C3C2=O)cc1[N+](=O)[O-] (stereo not drawn)	-3%	-22%	3%
CC(=O)c1ccc(S(=O)(=O)Nc2cccc(-c3ccc(N4CCCCCC4)nn3)c2)cc1	-13%	11%	/
Cc1ccc(C(=O)Nc2ccc3nc(SCC(=O)N4CCc5ccccc54)sc3c2)cc1	-5%	-1%	/
CCOC(=O)c1c(C)[nH]c(C)c1S(=O)(=O)NCc1ccc(OCC)cc1	-16%	-12%	-3%
CCCCn1c(N)c(N(CCOC)C(=O)c2ccc(S(=O)(=O)N3CCC(C)CC3)cc2)c(=O)[nH]c1=O	-6%	-1%	-1%
Cc1cn(C(=O)C(C)N2C(=O)c3ccccc3C2=O)c(C)n1 (stereo not drawn)	-3%	12%	-1%[12.8 µM]

Some of these compounds in order of number of heavy atoms, lowest first:
SMILES	KAT2A inh	FEN1 inh	N370S GC
O=c1c(-c2nn[nH]n2)coc2ccc(Cl)cc12	1%	-1%	0%
NC1=NC(=O)CC(C(=O)NCc2ccccc2)S1 (stereo not drawn)	1%	-5%	0%
Cc1cc(C)cc(OCc2ccc(C(=O)NN)o2)c1	-2%	0%	-2%
O=C(N/N=C\C=C\c1ccc([N+](=O)[O-])o1)c1cccs1	-4%	-34%	-22%
Fc1ccc(NC(=S)NCCN2CCOCC2)c(F)c1F	-5%	9%	-2%
CCC(C)NC(=O)C1CCN(CCCc2ccccc2)CC1 (stereo not drawn)	-5%	8%	-3%
Cc1ccc(OCCSc2ncnc3sc(C)c(C)c23)cc1C	-1%	15%	0%
CCOC(=O)c1c(C)[nH]c(C)c1S(=O)(=O)NCc1ccc(OCC)cc1	-16%	-12%	-3%
CC(=O)Oc1ccc(N2C(=O)C3C4C=CC(C5CC45)C3C2=O)cc1[N+](=O)[O-] (stereo not drawn)	-3%	-22%	3%
COc1ccc(C(=O)N2CC(=O)N(CCc3ccccc3)C(=O)C2)cc1OC	-4%	-5%	2%
COc1ccc2oc(C(=O)N3CCN(C/C=C/c4ccccc4)CC3)c(C)c2c1	-6%	?	/
O=C(c1cc2c(s1)-c1ccccc1S(=O)(=O)C2)N1CCN(Cc2ccccc2)CC1	-19%	6%	-1%
Cc1c(NC(=O)/C(C#N)=C/c2ccc(-c3cc(Cl)ccc3Cl)o2)c(=O)n(-c2ccccc2)n1C	-1%	-16%	-7%
COc1ccc(S(=O)(=O)N(C)C[C@H]2Oc3ccc(NC(=O)NC(C)C)cc3C(=O)N([C@H](C)CO)C[C@@H]2C)cc1	0%	-11%	/

Other results:
SMILES	KAT2A inh	FEN1 inh	N370S GC
Cc1cccc(-c2noc(Cc3ccc(Cl)cc3)n2)c1	-28%	17%	0%
Cc1ccc(C)c(NC(=S)NCc2ccc3[nH]c4c(c3c2)CCCC4)c1	-10%	-22%	?
O=C(NCc1ccccn1)c1cccc([N+](=O)[O-])c1	5%	-17%	8%
Cc1nnc(SCC(=O)Nc2cccc(C(F)(F)F)c2)[nH]c1=O	-2%	9%	-1%
O=C(CSc1oc(-c2ccccc2)nc1S(=O)(=O)c1ccc(Br)cc1)c1ccccc1	-11%	6%	/
CCOCCCn1c(SCC(=O)NCCCOC)nc2c(sc3ccccc32)c1=O	-12%	16%	/
CC(=O)c1ccc(NC(=O)c2cc(C3CC3)nc3c2c(C)nn3-c2ccc(C)cc2)cc1	26%	-6%	/
O=C(NCc1ccccc1)C1(CC2CC(c3ccccc3)=NO2)CCNCC1 (stereo not drawn)	-4%	-16%	/
Cc1nc(N2CCN(c3ccccn3)CC2)c2c(C)c(C(=O)Nc3ccc(Cl)cc3)sc2n1	-18%	-15%	0%
CCOC(=O)NC(=O)CSc1ccc(S(=O)(=O)N(C)C2CCCCC2)cn1	1%	10%	/
COc1ccc2c(n1)Sc1nc3ccccc3nc1N2	1%	8%	-2%
Cc1ccc2c(c1)N(CC(=O)NCCCN1CCCCC1)C(=O)CO2	-4%	-2%	-5%
COc1cc(OC)c(NC(=O)c2c(C)oc3nc(C)nc(N4CCOCC4)c23)cc1Cl	-1%	-1%	/
CCOC(=O)CCc1c(C)c2ccc(OCC)c(C)c2oc1=O	-11%	-1%	-16%[12.8 µM]
CCOC(=O)c1cc(-c2ccccc2)nn1Cc1cc(C)no1	-16%	0%	3%
CSCC[C@H](NC(=O)[C@@H]1Cc2ccccc2CN1)C(=O)NC1CCCC1	-4%	18%	-11%
Cc1ccc(NC(=O)C2C3C=CC4(O3)C2C(=O)N(CCCN2CCCC2)C4C(=O)NC2CCCCC2)cc1Cl (stereo not drawn)	-4%	15%	-1%
CCc1ccccc1N1CC(c2nc3ccccc3n2CC(C)C)CC1=O (stereo not drawn)	-7%	-8%	/
Cc1ccccc1N1CCN(C2CCCN(C(=O)c3cc(CC(C)C)nn3C)C2)CC1 (stereo not drawn)	3%	18%	-5%

No enrichment for hits; about 0.54% have a hit in one of these screens.
